Assay outcomes as filed in PubChem BioAssay.
JMJD2A Tudor: inhibitors of human JMJD2A Tudor domain; Potency, µM (top dose mostly 114 µM), inactives show top-dose activity change, negative = inhibition, usual class: inhibitors; 390,000 tested, 4.4% active; AID 504339; AlphaScreen JMJD2A-Tudor / H3K4me3 peptide binding; O75164; also: % is scaled to controls: 0 for no effect and ±100 for the full control effect; nearly all actives have a fitted effect of over 50% in size
POLI inh: DNA polymerase iota (human) inhibition. Pol iota fluorescent replication assay, 10 min. Potency, µM (titrated, usually from 115 µM), without a hit: at the highest dose activity, negative = inhibition, most hits filed as inhibitors. 390,000 tested, 1% active. AID 588590
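Pol iota at 10 nM preincubated 15 min with compounds at room temperature; reaction started with fluorescent substrate, 50 nM final. Fluorescence read kinetically at 0 and 10 min; buffer-only wells as negative control.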
BAZ2B block: blocks human BAZ2B; AlphaScreen BAZ2B-H3K14Ac peptide displacement; 360,000 tested, 4.4% active; Potency, µM (highest dose often 114 µM), inactives show top-dose activity change, negative = inhibition, most hits filed as inhibitors; Q9UIF8; also: % is scaled to controls: 0 for no effect and ±100 for the full control effect; nearly all actives have a fitted effect of over 60% in size
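AlphaScreen displacement of biotin-H3(5-23)K14Ac peptide (50 nM final) from BAZ2B (50 nM final) in PBS pH 7.4, 0.01% Tween-20; complex preformed 30 min RT, then compounds (top 110 uM) 30 min RT, beads 20 min dark.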
G9a inh: G9a (human) methyltransferase inhibition; Q96KQ7; G9a H3K9 monomethylation, AlphaScreen, 2 h; Potency, µM (top dose mostly 102 µM), without a hit: at the top dose activity, negative = inhibition, actives largely listed as inhibitors; 350,000 tested, 8.8% active; AID 504332; also: % is scaled to controls: 0 for no effect and ±100 for the full control effect; nearly all actives have a fitted effect of over 75% in size
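Using a bead-based AlphaScreen, monomethylated H3K9 product from 2 h room-temperature reactions (G9a 20 nM, peptide 500 nM, SAM 20 uM) was detected with 0.5 ug/mL rabbit anti-H3K9me1 antibody.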
Tb PGK inh: blocks T. brucei phosphoglycerate kinase; PGK/GAPDH coupled, Kinase-Glo luminescence, 60 min; Potency, µM (series often up to 57.5 µM), for inactives: at the highest dose activity change, negative = inhibition, most hits filed as inhibitors; 380,000 tested, 0.043% active; also: % is scaled to controls: 0 for no effect and ±100 for the full control effect; nearly all actives have a fitted effect of over 60% in size
Target sequence (P07378 whole entry, looked up): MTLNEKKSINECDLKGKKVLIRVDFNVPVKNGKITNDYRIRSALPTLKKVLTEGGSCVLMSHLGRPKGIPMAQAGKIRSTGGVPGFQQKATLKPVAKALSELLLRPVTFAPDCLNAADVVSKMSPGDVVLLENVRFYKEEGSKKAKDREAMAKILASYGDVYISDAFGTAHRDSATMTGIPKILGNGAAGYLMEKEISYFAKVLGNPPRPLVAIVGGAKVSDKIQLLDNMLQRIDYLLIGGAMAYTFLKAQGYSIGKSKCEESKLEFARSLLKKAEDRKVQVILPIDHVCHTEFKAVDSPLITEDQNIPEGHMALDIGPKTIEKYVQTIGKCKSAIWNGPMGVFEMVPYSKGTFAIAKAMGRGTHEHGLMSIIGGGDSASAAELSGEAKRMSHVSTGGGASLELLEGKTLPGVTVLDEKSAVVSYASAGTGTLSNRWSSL
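Luminescent ATP detection (Kinase-Glo Plus) follows a 60-minute room-temperature incubation, with wells lacking PGK as controls. Buffer: 100 mM TEA (pH 7.6), 5 mM MgCl2, 0.01% Tween-20. Coupling enzyme GAPDH (100 nM final) supplies unstable 1,3-BPG in-well.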
Pin1 inhibitor: inhibitors of human Pin1. Q13526. Pin1 FP peptide displacement, HiFluor488, 10 min. Potency, µM (titrated, usually from 115 µM), for the others: at the top dose activity, negative = inhibition, hits mostly inhibitors. 390,000 tested, 0.009% active; active = well fitted inhibition curve with a large enough effect in the polarisation, with a control signal flat, not every such curve was filed as active; inconclusive = small, poorly fitted or top-dose-only effect, or effect the other way, or a change in a side signal; inactive = no such curve, though single readings can be large or run the other way; the % refers to the polarisation; also: % is scaled to controls: 0 for no effect and ±100 for the full control effect
HP1b binding inh: inhibitors of HP1-beta chromodomain binding to methylated histone tails; P83916; AlphaScreen HP1-beta / biotin-H3K9me3 peptide binding; Potency, µM (doses to about 114 µM), without a hit: top-dose activity change, negative = inhibition, actives largely listed as inhibitors; 390,000 tested, 0.56% active; also: nearly all actives have a fitted effect of over 70% in size; inactives centre near 23
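AlphaScreen: HP1-beta (50 nM) preformed 30 min with biotin-H3(1-18)K9me3 peptide (50 nM) in PBS pH 7.4, 0.01% Tween-20. Compound added for 30 min at RT, then streptavidin donor/nickel chelate acceptor beads (10 ug/mL) for 30 min.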
BLM helicase inh: blocks DNA unwinding by human BLM helicase | P54132 | recombinant BLM DNA unwinding, fluorescence dequenching | Potency, µM (doses to about 56.1 µM), without a hit: at the highest dose activity change, negative = inhibition, usual class: inhibitors | 350,000 tested, 0.2% active;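 also: plate controls were vehicle for no effect and no enzyme for full effect; nearly all actives have a fitted effect of over 35% in size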
GLS inh: blocks human kidney-isoform glutaminase activity; Potency, µM (doses to about 45.5 µM), for inactives: top-dose activity change, negative = inhibition, usual class: inhibitors; 410,000 tested, 0.21% active; O94925; AID 624170; GLS enzymatic activity, qHTS titration; also: % is scaled to controls: 0 for no effect and ±100 for the full control effect
Target sequence (O94925 whole entry, looked up, canonical isoform): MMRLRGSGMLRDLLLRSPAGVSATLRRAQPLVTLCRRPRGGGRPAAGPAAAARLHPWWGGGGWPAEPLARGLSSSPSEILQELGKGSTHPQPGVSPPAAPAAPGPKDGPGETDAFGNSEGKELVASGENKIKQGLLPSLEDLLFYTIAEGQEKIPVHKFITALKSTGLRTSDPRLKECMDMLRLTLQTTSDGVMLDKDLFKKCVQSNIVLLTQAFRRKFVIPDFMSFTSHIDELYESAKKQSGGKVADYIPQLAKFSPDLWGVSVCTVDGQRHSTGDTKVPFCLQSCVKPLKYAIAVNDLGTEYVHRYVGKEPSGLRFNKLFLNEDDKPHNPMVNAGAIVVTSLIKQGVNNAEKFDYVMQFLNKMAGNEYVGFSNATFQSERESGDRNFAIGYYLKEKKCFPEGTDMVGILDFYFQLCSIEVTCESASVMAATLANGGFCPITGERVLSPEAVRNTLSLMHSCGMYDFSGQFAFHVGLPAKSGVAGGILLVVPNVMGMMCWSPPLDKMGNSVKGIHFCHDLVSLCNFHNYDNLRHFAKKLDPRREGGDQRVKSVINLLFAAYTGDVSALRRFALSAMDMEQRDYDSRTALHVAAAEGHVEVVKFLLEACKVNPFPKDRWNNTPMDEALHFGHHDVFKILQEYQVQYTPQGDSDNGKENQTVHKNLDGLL
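Assay buffer: 45 mM KH2PO4 pH 8.2, 0.02% Tween-20. hKGA acts on L-glutamine (1 mM solution added); product glutamate is reported by an oxidase/peroxidase Amplex Red coupling, with fluorescence taken at baseline and 30 min.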
Numbers without * were called inactive; i = inactive; ? = inconclusive; · = no result given; [ ] = another dose, or the depositor's remark. Unless noted, calls follow the shape of the dose curve; as a rule, active = well fitted curve in the direction sought with a large enough effect; inconclusive = small, poorly fitted or top-dose-only effect, or another doubt; inactive = no such curve, though single readings can be large; an effect the other way counts as inactive or inconclusive. Potency is read from the fitted curve at half-maximal effect. A portion of the library, so the mix of outcomes need not match the whole.

Start of the data: the first 2 records as a preview:
JMJD2A Tudor	POLI inh	BAZ2B block	G9a inh	Tb PGK inh	Pin1 inhibitor	HP1b binding inh	BLM helicase inh	GLS inh	mol
-6%	38%[activator]	-3%	-14%[12.7 µM]	-9%	-2%	36%	·	-1%	COc1ccc(S(=O)(=O)N2CCOCC2)cc1NC(=O)CN1C(=O)NC(C)(C2CC2)C1=O (centres undefined)
-22%	?	-11%	-3%[12.7 µM]	-1%	5%	19%	-11%	-1%	CC1=C(CO)C(=O)OC([C@@H](C)C2CC[C@H]3C4C[C@H]5O[C@]56[C@@H](O)C=CC(=O)[C@]6(C)C4CC[C@]23C)C1 (some centres undefined)

This part in full, from the start:
JMJD2A Tudor	POLI inh	BAZ2B block	G9a inh	Tb PGK inh	Pin1 inhibitor	HP1b binding inh	BLM helicase inh	GLS inh	mol
-6%	38%[activator]	-3%	-14%[12.7 µM]	-9%	-2%	36%	·	-1%	COc1ccc(S(=O)(=O)N2CCOCC2)cc1NC(=O)CN1C(=O)NC(C)(C2CC2)C1=O (centres undefined)
-22%	?	-11%	-3%[12.7 µM]	-1%	5%	19%	-11%	-1%	CC1=C(CO)C(=O)OC([C@@H](C)C2CC[C@H]3C4C[C@H]5O[C@]56[C@@H](O)C=CC(=O)[C@]6(C)C4CC[C@]23C)C1 (some centres undefined)
?	16%	?	-32%[12.7 µM]	4%	11%	20%	-1%	-6%	CC1CC(c2ccccc2)n2nc(NC(=O)c3ccco3)nc2N1 (centres undefined)
-1%	-3%	-9%	39%[activator]	-8%	-5%	37%	2%	-1%	CN(CCCNC(=O)C1CCC(CNS(=O)(=O)c2ccccc2)CC1)Cc1ccccc1 (centres undefined)
-10%	-32%	8%	-14%[59 µM]	-1%	3%	27%	·	2%	O=C(c1cc(-c2ccccc2)nc2ccccc12)N1CCN(C2CCS(=O)(=O)C2)CC1 (centres undefined)
-10%	17%	·	·	-2%	14%	18%	·	-4%	COc1ccc(S(=O)(=O)Nc2cccc3c2O[C@H](CN(C)S(=O)(=O)c2ccc(Cl)cc2)[C@H](C)CN([C@H](C)CO)C3=O)cc1
-10%	-4%	-19%	18µM*	-7%	9%	24%	-9%	9%	COc1ccc(OC)c(C(=O)CSc2nnc(-c3cccnc3)n2C)c1
-3%	-16%	-30%	2%[0.501 µM]	-5%	-10%	34%[activator]	6%	0%	CCN(Cc1ccncc1)C(=O)c1cccc(S(=O)(=O)N2CCOCC2)c1
-32%	-1%	-4%	-5%[2.33 µM]	-1%	3%	24%	·	-2%	CN(C)C1=NC[C@H](Cc2ccccc2)N1CC1CCCCCC1
-4%	59%[activator]	8%	45µM*	0%	5%	5%	-5%	-3%	CCOc1ccc(C(=O)NCC(=O)OCc2cc(C(C)=O)ccc2OC)cc1
-4%	10%	5%	?	8%	-1%	14%	-3%	22%	CC(CCc1ccccc1)NC(=O)c1ccc(C(=O)NC(C)CCc2ccccc2)cc1 (centres undefined)
-17%	22%	-17%	1%	i	12%	41%[activator]	-3%	-6%	O=C(c1ccncc1)c1ccc(N2CCN(C3CC(=O)N(Cc4cccs4)C3=O)CC2)cc1 (centres undefined)
-10%	8%	-4%	50%	2%	-1%	19%	2%	-4%	CCc1nn(CC(=O)N2CCC(C(N)=O)CC2)c(=O)c2cc3occc3n12
-17%	?	-5%	27%[59 µM]	-2%	?	17%	-2%	1%	CCc1ccc(S(=O)(=O)N2CC(=O)Nc3ccccc32)cc1
-17%	10%	2%	8%[59 µM]	3%	2%	10%	-2%	5%	CC(Sc1nc(N)cc(=O)[nH]1)C(=O)Nc1cccc(Cl)c1 (centres undefined)
14%	19%	-16%	-10%[59 µM]	-8%	2%	29%	-5%	-4%	COc1ccccc1NC(=O)CCCN1C(=O)C(c2ccccc2)Oc2cccnc21 (centres undefined)
1%	1%	-19%	-25%	i	3%	40%[activator]	-13%	0%	Cc1ccc(S(=O)(=O)NN2C(=O)c3ccccc3NC2c2ccccc2O)cc1 (centres undefined)
7%	-6%	-11%	5%	-1%	4%	52%[activator]	-1%	6%	Cc1cc(C(=O)NN)n[nH]1
-21%	17%	-5%	7%[59 µM]	2%	5%	25%	-3%	-5%	O=C(CC1N=C2c3ccccc3N=C(SCc3cccc(F)c3)N2C1=O)NC1CCCCC1 (centres undefined)
-13%	17%	7%	-5%	8%	-1%	41%[activator]	1%	2%	CCn1c(-c2ccc(N)cc2)nc2ccccc21

A section of the results above, for reference:
JMJD2A Tudor	POLI inh	BAZ2B block	G9a inh	Tb PGK inh	Pin1 inhibitor	HP1b binding inh	BLM helicase inh	GLS inh	mol
-4%	10%	5%	?	8%	-1%	14%	-3%	22%	CC(CCc1ccccc1)NC(=O)c1ccc(C(=O)NC(C)CCc2ccccc2)cc1 (centres undefined)
-17%	22%	-17%	1%	i	12%	41%[activator]	-3%	-6%	O=C(c1ccncc1)c1ccc(N2CCN(C3CC(=O)N(Cc4cccs4)C3=O)CC2)cc1 (centres undefined)

(continued)
JMJD2A Tudor	POLI inh	BAZ2B block	G9a inh	Tb PGK inh	Pin1 inhibitor	HP1b binding inh	BLM helicase inh	GLS inh	mol
-6%	?	11%	-6%	-5%	10%	24%	2%	1%	CCOc1ccc(-c2cc(CCCC(=O)Nc3cccc(OC)c3)no2)cc1
6%	68%[activator]	-35%	34%[12.7 µM]	i	-7%	34%[activator]	-2%	1%	COc1ccc(CC(=O)Nc2ccccc2NC(=O)c2ccco2)cc1OC
-31%	-19%	-8%	-3%[59 µM]	2%	5%	7%[57 µM]	-7%	-11%	CCn1c(SCc2ccccc2C)nc(=O)c2c(C(=O)OC)cc(C3CC3)nc21
-6%	7%	-10%	27%	-5%	-1%	21%	-1%	-2%	Cc1sc2nc(SCC(=O)NCCCO)n(-c3ccccc3)c(=O)c2c1C
-25%	14%	?	-49%	-2%	-2%	-14%	1%	1%	CSc1ccccc1N1CCN(C(=O)Nc2ccc3c(c2)NC(=O)CO3)CC1
-14%	10%	12%	7%	-9%	?	22%	4%	2%	O=C(CN1CC(c2ccccc2)CC1=O)N/N=C/c1cc(Br)ccc1O (centres undefined)
-24%[57.1 µM]	1%	-2%	2%	i	-11%	17%	-1%	-6%	CC(C)Sc1nc2ncnc(N)c2[nH]1
?	?	50µM*	?	-15%	?	?	-19%	37%[activator]	O=C(Nc1ccc2c(c1)OCO2)c1cc2ncc(Br)cn2n1
-14%	-15%	1%	?	-5%	-14%	9%	-5%	0%	Cc1ccc(S(=O)(=O)c2cc3c(=O)n4ccccc4nc3n(C)c2=N)cc1C
-4%	-8%	-4%	20%[59 µM]	2%	?	10%	0%	2%	CCCN(CCC)c1nn2c(=O)c(C(=O)NCc3cccc(OC)c3)cnc2s1
1%	?	20%	6%	-4%	-7%	42%[activator]	0%	3%	c1ccc(-n2ncc3c(N4CCCCC4)ncnc32)cc1
56µM*	142%[activator]	-8%	-4%[59 µM]	3%	-11%	0%	-1%	-5%	CCC(C)(C)NC(=O)C(c1ccccc1Cl)N(C(=O)CCC(=O)Nc1cc(C)on1)C(C)(C)C (centres undefined)
-14%	?	-3%	11%	-2%	?	26%	-14%	-5%	CC(=O)/C(N=Nc1nc2c([nH]1)c(=O)n(C)c(=O)n2C)=C(\C)O
-14%	33%[activator]	11%	22%[59 µM]	0%	25%	40%	-14%	-5%	Cc1ccc(-n2ncc3c(=O)n(CC(=O)N4CCCc5ccccc54)cnc32)cc1C
16µM*	39%[activator]	-11%	11%[59 µM]	5%	-4%	7%	-2%	-11%	COc1cccc(N2CCN(c3ccc4nnc(CCC(=O)Nc5cccc(C(C)=O)c5)n4n3)CC2)c1
-14%	-13%	-13%	-37%[59 µM]	-2%	19%	22%	-5%	-8%	COC(=O)c1cc2occc2n1Cc1nc(-c2ccc(C)cc2)oc1C
2%	13%	-2%	-41%	-8%	1%	13%	·	-9%	Cc1csc(=O)n1CC(=O)OC(C)C(=O)Nc1cccc(Cl)c1 (centres undefined)
-19%	6%	-36%	-17%	-9%	-1%	15%	-3%	-2%	Cc1ccc(Sc2ncccc2C(=O)NCc2cc([N+](=O)[O-])ccc2O)cc1C
5%	54%[activator]	3%	-5%	-4%	10%	20%	-2%	1%	C=CCC(=O)N1CCCC(CCC(=O)NCc2ccccc2F)C1 (centres undefined)
?	11%	·	-31%[59 µM]	0%	-1%	14%	1%	27%	COc1ccc(Nc2ncc3c(n2)CCN(C(=O)OC(C)(C)C)C3)cc1
0%	20%	4%	·	-6%	-2%	38%	1%	13%	CC1(C)CC(=O)C2=C(C1)Nc1ccccc1NC2c1ccccc1F (centres undefined)
-5%	7%	-2%	9%[59 µM]	-1%	-6%	19%	-2%	16%	Cc1ccc2c(c1)C(c1ccccc1)N(C(=O)Cc1ccc(F)cc1)CC(=O)N2 (centres undefined)
-28%	-11%	-8%	-17%[59 µM]	8%	-3%	20%	-6%	0%	CCCCCNC(=O)c1ccc2c(c1)ncn2-c1cccc(C)c1
?	54%[activator]	?	-45%[59 µM]	4%	3%	-16%	-17%	18%	C/C(=N\Nc1nc2ccccc2s1)c1cccs1
-26%	16%	0%	19%[0.501 µM]	-4%	-2%	-3%	·	11%	CCOc1ccc(S(=O)(=O)Nc2cccc(C(=O)NCC3(N4CCCCC4)CCCCC3)c2)cc1
-7%	-20%[58.9 µM]	-5%	·	-4%	-2%	30%	0%	0%	COc1ccc(N2C(=O)CC(SCCc3nc4ccccc4[nH]3)C2=O)cc1 (centres undefined)
-17%[11.4 µM]	?	-16%	·	-9%	-12%	31%	0%	-4%	O=C(Cc1ccccc1)NN1C(=O)/C(=C/c2ccc(C(=O)O)cc2)SC1=S

Single entries from the entries so far.
CCOc1ccc(S(=O)(=O)Nc2cccc(C(=O)NCC3(N4CCCCC4)CCCCC3)c2)cc1 in Pin1 inhibitor: -2%
O=C(Cc1ccccc1)NN1C(=O)/C(=C/c2ccc(C(=O)O)cc2)SC1=S in HP1b binding inh: 31%
C/C(=N\Nc1nc2ccccc2s1)c1cccs1 in G9a inh: -45%[59 µM]
